Assay outcomes (PubChem)
Anesthetic bind – qHTS Assay for Identification of Novel General Anesthetics; Ferritin light chain (Equus caballus), P02791; apoferritin/1-aminoanthracene competitive binding, fluorescence; hit rate 0.074% among 350,000; Potency, µM (doses to about 77.5 µM), for inactives: top-dose activity change, negative = displacement, actives largely listed as inhibitors; note: potency is the fitted concentration of half-maximal effect; % is set by controls: 0 for no effect and ±100 for the full control effect; nearly all actives have a fitted effect of over 20% in size
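Steps: apoferritin (10 uM) was premixed with half-saturated 1-AMA in PBS, compounds were pin-transferred, plates stood 10 min at room temperature, fluorescence was read at 380/535 nm, and curves were fitted with a Hill equation.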
BLM helicase inh – qHTS Assay for Inhibitors of Bloom's syndrome helicase (BLM) | recombinant BLM DNA unwinding, fluorescence dequenching | Potency, µM (titrated, usually from 56.1 µM), for inactives: top-dose activity change, negative = inhibition, most hits filed as inhibitors | hit rate 0.2% among 350,000;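 note: potency is the fitted concentration of half-maximal effect; plate controls were vehicle for no effect and no enzyme for full effect; nearly all actives have a fitted effect of over 35% in size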
ERG-DNA inh – qHTS for Small Molecule Inhibitors of the ERG Ets/DNA interaction; Potency, µM (series often up to 76.9 µM), inactives show at the highest dose FP activity, negative = inhibition, hits mostly inhibitors; fluorescence polarization, His-ERG Ets domain / labelled DNA; Transcriptional regulator ERG (Homo sapiens), P11308; hit rate 0.028% among 370,000; active = well fitted inhibition curve with a large enough effect in the polarisation, with a control signal flat; inconclusive = small, poorly fitted or top-dose-only effect, or effect the other way, or a change in a side signal; inactive = no such curve, though single readings can be large or run the other way; the % refers to the polarisation;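 note: polarization taken with two DNA probes labelled with fluorescein and Texas red; potency is the fitted concentration of half-maximal effect; % of control where 0% means no effect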
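His-tagged ERG Ets domain (1 uM in the protein solution; 300mM KCl, 50mM Tris-HCl, 1mM EDTA, 1mM DTT, pH 7.5) received compound, then a probe mix of 5 nM fluorescein-DNA and 100nM Texas-615-DNA. Fluorescence polarization was read for both dyes.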
Pol beta inh – qHTS Assay for Inhibitors of DNA Polymerase Beta; P06746; Pol beta primer extension/strand displacement, fluorescence kinetic; Potency, µM (series often up to 114 µM), for inactives: top-dose activity change, negative = inhibition, usual class: inhibitors; hit rate 1.3% among 340,000; note: potency is the fitted concentration of half-maximal effect; % is set by controls: 0 for no effect and ±100 for the full control effect
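Curves were derived by four-parameter Hill fits of normalized qHTS data. The kinetic fluorescent primer-extension read was taken at 0 and 10 min after 50 nM substrate, following a 15 min room-temperature preincubation of 10 nM enzyme with compounds.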
TRHR ag – qHTS for Small Molecule Agonists and Allosteric Enhancers of Human TRH Receptor: Primary Screen for Agonists | hit rate 0.18% among 360,000 | AID 493084, 2011 | TRHR cells, calcium flux fluo-8, FDSS agonist mode | Thyrotropin-releasing hormone receptor (Homo sapiens), P34981 | activation, % at 2 µM; in the data active = activation above about 30%; note: 0% is about no effect
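Agonist-mode FDSS calcium read (Ex 480/Em 530, 1 s cycles) in 1536-well TRHR cells with fluo-8 dye, after 10-cycle baseline and 23 nL compound addition; TRH at EC20 (10 nM final) added afterwards for the enhancer phase.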
APE1 inh – qHTS Assay for Inhibitors of the Human Apurinic/apyrimidinic Endonuclease 1 (APE1); DNA repair nuclease/redox regulator APEX1 (Homo sapiens), P27695; hit rate 0.35% among 350,000; AID 2517, 2012; recombinant APE1, TAMRA/BHQ-2 abasic DNA cleavage fluorescence; Potency, µM (top dose mostly 65.8 µM), inactives show top-dose activity change, negative = inhibition, usual class: inhibitors;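 note: potency is the fitted concentration of half-maximal effect; plate controls were vehicle for no effect and reference inhibitor for full effect; nearly all actives have a fitted effect of over 55% in size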
Target sequence (P27695 whole entry, looked up): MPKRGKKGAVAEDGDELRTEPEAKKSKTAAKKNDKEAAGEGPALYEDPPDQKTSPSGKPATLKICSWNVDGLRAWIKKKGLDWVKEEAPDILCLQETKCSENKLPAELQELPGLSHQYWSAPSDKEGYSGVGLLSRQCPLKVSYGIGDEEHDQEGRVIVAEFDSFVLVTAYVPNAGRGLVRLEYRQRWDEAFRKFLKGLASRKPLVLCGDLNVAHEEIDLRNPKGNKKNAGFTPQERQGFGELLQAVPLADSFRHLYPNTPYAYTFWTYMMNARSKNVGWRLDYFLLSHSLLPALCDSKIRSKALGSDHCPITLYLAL
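Quantitative HTS: incision of a TAMRA/BHQ-2 double-stranded substrate bearing a tetrahydrofuran abasic site by 0.75 nM APE1 raises fluorescence. Substrate 50 nM final, added after 15 min compound preincubation at room temperature; progress as third-minus-first kinetic read difference.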
ALOX12 inh – Primary qHTS assay for inhibitors of human arachidonate 12S-lipoxygenase (ALOX12): Round 2; purified 12hLO, xylenol orange hydroperoxide absorbance; hit rate 1.1% among 580,000; Polyunsaturated fatty acid lipoxygenase ALOX12 (Homo sapiens), P18054; Potency, µM (doses to about 108 µM), inactives show at the highest dose activity change, negative = inhibition, usual class: inhibitors; note: potency is the fitted concentration of half-maximal effect; % is set by controls: 0 for no effect and ±100 for the full control effect
Target sequence (P18054 whole entry, looked up): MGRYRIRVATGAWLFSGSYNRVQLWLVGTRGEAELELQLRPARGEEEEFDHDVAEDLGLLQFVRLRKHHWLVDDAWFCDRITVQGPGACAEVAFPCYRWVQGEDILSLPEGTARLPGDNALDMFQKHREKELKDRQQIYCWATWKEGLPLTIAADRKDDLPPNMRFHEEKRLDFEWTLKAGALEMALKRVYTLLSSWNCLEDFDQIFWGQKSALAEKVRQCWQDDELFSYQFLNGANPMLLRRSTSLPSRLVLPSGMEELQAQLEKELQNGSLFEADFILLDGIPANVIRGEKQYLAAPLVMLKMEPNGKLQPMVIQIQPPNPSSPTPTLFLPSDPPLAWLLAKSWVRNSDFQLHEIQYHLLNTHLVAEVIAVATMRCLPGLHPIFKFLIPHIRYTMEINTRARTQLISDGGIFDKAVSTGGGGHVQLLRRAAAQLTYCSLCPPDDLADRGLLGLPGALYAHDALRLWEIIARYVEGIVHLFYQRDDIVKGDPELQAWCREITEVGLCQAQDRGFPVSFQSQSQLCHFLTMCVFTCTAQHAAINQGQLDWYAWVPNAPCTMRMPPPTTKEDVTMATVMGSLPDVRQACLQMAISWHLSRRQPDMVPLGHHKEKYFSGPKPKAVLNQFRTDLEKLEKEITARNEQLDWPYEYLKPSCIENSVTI
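Hydroperoxide product was detected by ferrous iron/xylenol orange as the 573 to 405 nm absorbance ratio. Arachidonic acid at 40 uM (final) was turned over for 30 min at room temperature by 150 nM human 12hLO, pH 7.0 Hepes buffer, after 15 min compound preincubation.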
POLI inh – qHTS for Inhibitors of Polymerase Iota; DNA polymerase iota (Homo sapiens), Q9UNA4; Pol iota fluorescent replication assay, 10 min; Potency, µM (highest dose often 115 µM), without a hit: top-dose activity, negative = inhibition, most hits filed as inhibitors; hit rate 1% among 390,000; note: potency is the fitted concentration of half-maximal effect
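Pol iota at 10 nM preincubated 15 min with compounds at room temperature; reaction started with fluorescent substrate, 50 nM final. Fluorescence read kinetically at 0 and 10 min; buffer-only wells as negative control.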
Pol kappa inh – qHTS for Inhibitors of Polymerase Kappa; DNA polymerase kappa (Homo sapiens), Q9UBT6; purified Pol kappa, fluorescent DNA synthesis assay, 10 min; Potency, µM (doses to about 107 µM), for inactives: at the highest dose activity, negative = inhibition, hits mostly inhibitors; hit rate 0.53% among 400,000; AID 588579, 2011; note: potency is the fitted concentration of half-maximal effect; % is set by controls: 0 for no effect and ±100 for the full control effect
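Activity was followed as the change in fluorescence between reads at 0 and 10 min after starting the reaction with 50 nM substrate. Beforehand, 10 nM polymerase had been preincubated with compound for 15 min at room temperature.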
* = called active by the depositor; u = inconclusive; x = not tested or not shown; & = joins results of further samples; [ ] = remark or other dose. Unless noted, calls come from the whole dose curve; as a rule, active = well fitted curve in the direction sought with a large enough effect; inconclusive = small, poorly fitted or top-dose-only effect, or another doubt; inactive = no such curve, though single readings can be large; an effect the other way counts as inactive or inconclusive. Not all compounds are listed; count on the stated rates, not on these rows.

SMILES | Anesthetic bind | BLM helicase inh | ERG-DNA inh | Pol beta inh | TRHR ag | APE1 inh | ALOX12 inh | POLI inh | Pol kappa inh
COc1ccc(-c2cc(C(=O)NC3CC3)c3ccccc3n2)cc1 | -5% | -6% | 1% | 38% | 0.1 | -6% | -17% | 19% | 1%
COc1cccc(N(CC(=O)NCc2ccccc2)C(=O)CCC(=O)Nc2nccs2)c1 | -9% | -2% | -11% | 1% | -0.2 | 26%[12.4 µM] | u | 2% | -12%
CCOC(=O)c1c(C)[nH]c(C)c1C(=O)COC(=O)c1cccnc1OCC | x | x | -5% | x | x | 0% | 303%[activator] | -3% | 14%
C[C@H](CO)N1C[C@H](C)[C@@H](CN(C)S(=O)(=O)c2ccc(F)cc2)Oc2c(NS(=O)(=O)c3ccc(F)cc3)cccc2C1=O | x | x | -4% | x | x | 11% | -3% | -2% | 1%
O=C(/C=C/c1ccc(Cl)cc1Cl)N1CCN(c2ccccc2[N+](=O)[O-])CC1 | -18% | 0% | -10% | -24% | -0.3 | 1% | 5% | 409%[activator] | -10%
COc1ccc(-n2c(SCC(=O)NCC3CCCO3)nc3c([nH]c4ccccc43)c2=O)cc1OC (stereo not drawn) | -1% | -3% | -4% | 4% | 0.0 | 25% | -3% | 0% | -1%
CCN(CC)S(=O)(=O)c1ccc2c(c1)N(CC(=O)NCC(C)c1ccccc1)C(=O)CO2 (stereo not drawn) | -11% | -5% | 5% | 22% | -0.6 | x | -13% | 24% | -1%
COc1ccccc1N1CCN(Cc2nc(N)nc(Nc3ccc(C)c(Cl)c3)n2)CC1 | -10% | -9% | -4% | u | -2.4 | -18% | -29% | -2% | -10%
CCCc1cc(=O)[nH]c(SCC(=O)Nc2sc(C(N)=O)c(C)c2C(=O)OCCOC)n1 | x | x | -1% | x | 1.0 | -9% | 0% | 27% | -13%
COc1cc(CNC(=O)c2cnc(C)cn2)cc(OC)c1 | -11% | -8% | -4% | 21% | -0.4 | 6% | 4% | 149%[activator] | -15%
Cc1cc(C)n2nc(SCC(=O)Nc3c(C)n(C)n(-c4ccccc4)c3=O)nc2n1 | -10% | 0% | -3% | 39% | -1.0 | -1% | 0% | -14% | -9%
O=C(NCc1ccccc1)c1nccnc1CO | -5% | -1% | -9% | 35% | 0.7 | 6% | 16% | 98%[activator] | -16%
CCOC(=O)Cc1csc(NC(=O)COc2ccc3c(C)cc(=O)oc3c2)n1 | u | -23% | 1% | 45µM* | -1.2 | 3% | -10% | u | -42%
Cc1nnc(NC(=O)c2ccc3c(c2)OCO3)s1 | -2% | -4% | 4% | 17% | -0.1 | -6% | u | 35%[activator] | -2%
CC1(C)Cc2ccccc2C2=C(C(=O)N3CCCCCC3)C(=O)C(=O)N21 | -17% | -4% | -8% | -2% | 0.2 | 7% | -16% | 34%[activator] | -12%
COc1ccc(/C=C2/SC(=S)N(c3ccc(S(=O)(=O)Nc4nccs4)cc3)C2=O)cc1 | -18% | -28% | 31%[activator] | -22% | 0.2 | -3% | 437%[activator] | 22µM* | 50µM*
O=C(O)C1CCN(C(=O)c2scc3c2OCCO3)CC1 | -12% | -5% | -3% | 30% | -0.3 | -2% | -17% | -2% | 5%
COc1ccc(CNC(=O)C(C(C)C)N2Cc3ccccc3C2=O)cc1 (stereo not drawn) | -2% | -1% | -2% | -1% | -0.5 | x | -9% | -2% | -4%
O=C(CCn1c(=O)c2sccc2n(CC(=O)OCc2ccccc2)c1=O)NCc1ccco1 | -14% | -17% | -1% | 7% | -0.4 | 19% | -2% | u | -13%
CCN(CC)S(=O)(=O)c1cccc(C(=O)Nc2cc(C)on2)c1 | -3% | 4% | 2% | 35% | 0.1 | -1% | -6% | 8% | -6%
Cc1ccc(C(=O)NCCc2ccc(F)cc2)s1 | -12% | -4% | 1% | 28% | -2.9 | -4% | 0% | 103%[activator] | -12%
O=C1S/C(=C\C=C\c2ccco2)C(=O)N1c1ccccc1 | u | -18% | 10% | 32µM* | 0.0 | 28µM* | 28µM* | 13µM* | 45µM*
c1nc(N2CCC3(CC2)OCCO3)c2c3c(sc2n1)CCCC3 | -15% | 0% | 0% | 4% | -0.4 | -9% | u | 8% | -19%
Clc1ccc(/C=C/c2nc(Cl)c(-c3ccc(Cl)cc3)c(Cl)n2)cc1 | 104%[activator] | -2% | 3% | -1% | 0.2 | -2% | 8% | -24% | -8%
CCCCOc1ccc(C2c3c(oc4ccc(C)cc4c3=O)C(=O)N2CCCN(C)C)cc1OCC (stereo not drawn) | -14% | -3% | 5% | -2% | 2.0 | x | -27% | -5% | -24%

Continued (three carried over from the part before).
SMILES | Anesthetic bind | BLM helicase inh | ERG-DNA inh | Pol beta inh | TRHR ag | APE1 inh | ALOX12 inh | POLI inh | Pol kappa inh
c1nc(N2CCC3(CC2)OCCO3)c2c3c(sc2n1)CCCC3 | -15% | 0% | 0% | 4% | -0.4 | -9% | u | 8% | -19%
Clc1ccc(/C=C/c2nc(Cl)c(-c3ccc(Cl)cc3)c(Cl)n2)cc1 | 104%[activator] | -2% | 3% | -1% | 0.2 | -2% | 8% | -24% | -8%
CCCCOc1ccc(C2c3c(oc4ccc(C)cc4c3=O)C(=O)N2CCCN(C)C)cc1OCC (stereo not drawn) | -14% | -3% | 5% | -2% | 2.0 | x | -27% | -5% | -24%
CN(C)S(=O)(=O)c1cccc(C(=O)OCC(=O)Nc2sccc2C#N)c1 | u | -4% | 9% | -23% | 0.6 | -3% | x | u | 4%
COc1ccc(NC(=S)N2CCN(S(=O)(=O)c3ccccc3)CC2)cc1OC | -6% | -6% | -3% | 11% | 0.8 | 1% | x | 9% | -9%
CC[C@]12c3[nH]c4ccccc4c3CCN1C(=O)C(CC(=O)NCc1ccco1)C[C@@H]2C(=O)N1CCN(C(=O)c2ccco2)CC1 (stereo partly drawn) | x | x | -6% | x | x | 3% | -8% | 27% | -14%
COc1nc(Oc2ccc(=O)n(-c3ccccc3)n2)nc(N(C)C)n1 | 4% | -4% | -8% | -5% | 0.1 | x | -6% | -14% | -8%
O=C(CC(C(=O)N1CCc2ccccc21)n1ccnc1)NCc1ccccc1 (stereo not drawn) | -10% | 0% | -4% | 0% | -0.9 | 1% | 7% | -6% | -3%
CCOc1ccccc1C1NC(=O)NC(C)=C1C(=O)OCc1ccccc1 (stereo not drawn) | -10% | -8% | 22% | 25% | -0.4 | 4% | 14% | -1% | 3%
CC(Oc1ccc(C#N)cc1)C(=O)c1ccc(F)c(F)c1 (stereo not drawn) | -12% | -1% | -4% | -13% | -0.6 | -5% | 0% | 22% | -15%
CCN(C[C@H]1N[C@@](C)(C(=O)OC)[C@H]2C(=O)N(Cc3ccccc3)C(=O)[C@@H]12)C(=O)NC(C)C | x | x | 1% | x | x | -10% | -21% | 4% | 12%
COc1ccc(NS(=O)(=O)c2cc(C(=O)NNC(=O)c3ccncc3)ccc2OC)c(OC)c1 | x | x | -11% | x | x | -6% | 18% | -17% | -2%
Clc1ccc(Cn2ncc3c(NCc4cccnc4)ncnc32)cc1 | -10% | 1% | -7% | -1% | -0.3 | 2% | 10% | -8% | -2%
CCC(=O)Nc1cccc(NC(=O)CSc2nnc(C3CC3)n2C)c1 | -9% | 0% | 0% | 0% | 0.3 | -2% | 0% | 3% | 5%
NC(=O)C1CCN(C(=O)c2ccc(C(F)(F)F)cc2)CC1 | -8% | -1% | 4% | 15% | 0.4 | -2% | 150%[activator] | 6% | 6%
CCOc1ccc(NC(=O)N2CC(C)OC(C)C2)cc1 (stereo not drawn) | 29% | -1% | 0% | 12% | 0.3 | 51%[activator] | 0% | 21% | 6%
COc1ccc(C(=O)COC(=O)CCN2C(=O)C3C4C=CC(C5CC45)C3C2=O)cc1 (stereo not drawn) | u | -3% | 4% | 0% | -0.1 | 40% | -3% | -10% | -6%
COC(=O)c1ccc(NC(=O)CN2CCN(S(=O)(=O)c3ccc(Br)cc3)CC2)cc1 | 7%&-7% | -5%&-3% | -4%&5% | -1%&-26% | -0.4&-1.0 | 28% | -8%&-24% | -23%&-14% | 6%&1%
O=C(CCN1CCN(C/C=C/c2ccccc2)CC1)Nc1ccccc1 | -3% | 1% | -5% | -7% | -0.4 | -1% | -2% | 14% | -2%
Cc1ccc(NCc2nnc(SCC(N)=O)n2CC2CCCO2)c(C)c1 (stereo not drawn) | 0% | 4% | 5% | 15% | 0.0 | 4% | 0% | 8% | -21%
CCOC(=O)c1c(NC(=O)CS(=O)(=O)c2ccc(C)cc2)sc2c1CCCCC2 | 62%[activator] | -7% | 4% | -23% | 0.3 | x | u | -15% | -15%[60.1 µM]
COc1ccc2c(c1)OC/C(=C/c1ccc(O)c(O)c1)C2=O | -3% | -1% | x | x | x | 0% | x | x | -9%[60.1 µM]
COC(=O)c1ccccc1NC(=O)N1CCC(N2CCN(Cc3ccc(F)cc3)C(=O)C2=O)CC1 | 1% | 2% | -2% | -3% | -0.4 | x | u | 38%[activator] | -10%[60.1 µM]
c1ccc(C(CN2CCOCC2)c2ccccc2)cc1 | -8% | 1% | 1% | 4% | 0.5 | -3% | u | 24% | 6%
